From PubChem
GPR55 antagonists: GPR55 antagonists blocking LPI-driven arrestin recruitment, primary screen, imaging, U2OS, beta-arrestin-GFP, LPI agonist (AID 2013); U2OS GPR55 beta-arrestin-GFP translocation imaging, LPI antagonism; higher % means a stronger effect; inhibition, % at 10 µM; hits with a dose series show IC50 in µM; hit rate 0.13% among 290,000;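 active = spots per cell inhibited over 60%, with over 100 cells counted and total cytoplasm intensity under 500,000; inconclusive = wells with under 100 cells, flagged as likely toxic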;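 also: U2OS cells stably carrying GPR55 and arrestin-GFP stimulated by 5 µM LPI near EC80; imaged beta-arrestin-GFP aggregate spots per cell after agonist stimulation; plate controls were LPI-stimulated DMSO wells for no effect and DMSO wells without LPI for full effect; some results filed as inactive read as strong as hits; confirmed hits need IC50 under 10 µM and bright autofluorescent wells are also inconclusive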
Myeloid diff 2: compounds promoting myeloid differentiation; calls only at 10 µM; ER-HoxA9 myeloid progenitors, lysozyme-GFP differentiation, flow cytometry; hit rate 1% among 360,000;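 active = normalized GFP-positive differentiation at or above the plate's own cutoff, the solvent-only control mean plus 3 SD; inconclusive = no clear call, values can overlap the other calls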;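 also: cells exposed to compound for four days before flow analysis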
HIV fusion peptide: inhibitors of HIV fusion peptide binding, primary screen, biochemical, uHTS, fluorescence dequenching (AID 1986) | inhibition, % at 20 µM, or IC50 in µM where a hit was titrated | cell-free peptide binding, fluorescence dequenching, 30 min; higher % means a stronger effect | hit rate 0.3% among 290,000; in the data active = inhibition mostly above about 52%, no sharp cut-off; inactive = mostly below about 76%; also: some results filed as inactive read as strong as hits
LYP phosphatase: inhibitors of LYP phosphatase, biochemical, fluorescence intensity, uHTS (AID 1779). recombinant LYP phosphatase, fluorescence intensity; higher % means a stronger effect. one-dose inhibition, % at 11.5 µM; IC50 in µM for titrated hits. hit rate 0.054% among 290,000; in the data active = inhibition above about 50%;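 also: plate controls were vehicle with enzyme for no effect and no enzyme for full effect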
Siah-1 displacement: Siah-1 peptide-binding antagonists, primary screen, biochemical, fluorescence polarization, rhodamine-plectin, uHTS (AID 1817) | Siah-1 / rhodamine-plectin peptide fluorescence polarization; higher % means a stronger effect | one-dose displacement, % at 20 µM; IC50 in µM for titrated hits | hit rate 0.02% among 290,000;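 active = displacement of at least 50% at 20 µM, with a fluorescence ratio check between 0.3 and a set limit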;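 also: plate controls were Siah plus tracer with DMSO for no effect and tracer alone without Siah for full effect; strong numbers were not always called active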
NTR1 agonist: NTR1-driven beta-arrestin-GFP spot formation – imaging, U2OS cells, high content, primary screen (AID 493036) | P30989 | agonist mode | activation, % at 20 µM | hit rate 0.17% among 330,000;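 active = activation at or above 40% of the spot to cytoplasm intensity ratio, with at least 20 cells analyzed; inconclusive = wells under 20 cells, flagged as cytotoxic or low count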;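 also: 0% = DMSO without peptide and 100% = 100 nM NTR1 peptide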
Target sequence (P30989 whole entry, looked up): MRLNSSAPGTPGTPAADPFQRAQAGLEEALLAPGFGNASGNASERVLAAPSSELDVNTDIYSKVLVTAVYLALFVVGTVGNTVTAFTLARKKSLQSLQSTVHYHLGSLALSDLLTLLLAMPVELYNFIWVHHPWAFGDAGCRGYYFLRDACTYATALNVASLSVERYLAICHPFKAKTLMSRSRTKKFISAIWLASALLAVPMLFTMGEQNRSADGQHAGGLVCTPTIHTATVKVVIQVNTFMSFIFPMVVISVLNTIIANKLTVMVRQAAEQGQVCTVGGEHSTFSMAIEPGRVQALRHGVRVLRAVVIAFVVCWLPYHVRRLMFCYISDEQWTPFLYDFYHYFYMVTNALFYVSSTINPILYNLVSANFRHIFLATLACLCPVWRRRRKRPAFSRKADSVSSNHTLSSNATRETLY
GPR35 antagonists: inhibition of zaprinast-stimulated GPR35 beta-arrestin translocation – imaging, U2OS, beta-arrestin-GFP, zaprinast agonist, primary screen (AID 2058). U2OS GPR35 beta-arrestin-GFP translocation imaging, zaprinast antagonism; higher % means a stronger effect. inhibition, % at 10 µM, or IC50 in µM where a hit was titrated. hit rate 0.052% among 290,000;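 active = inhibition of at least 50% with at least 30 cells and total cytoplasm GFP at most 10,000,000; inconclusive = under 30 cells or total GFP of 10,000,000 plus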
MgcRacGAP inhibition: MgcRacGAP GTPase-activating activity inhibitors, confirmation, biochemical, ADP Hunter fluorescence; MgcRacGAP-stimulated Rac1 GTP hydrolysis, ADP Hunter fluorescence; higher % means a stronger effect; GST-tagged Rac1 F28L mutant substrate; one-dose inhibition, % at 30 µM; IC50 in µM for titrated hits; hit rate 0.6% among 340,000; AID 624330;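 active = first-screen hits whose inhibition reached a set limit at any dose in the follow-up dose series; inconclusive = inhibition above the set first-screen limit but never retested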;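 also: fluorescence reports GDP produced by GAP-driven GTP hydrolysis; strong numbers were not always called active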
PhoP inhibition: PhoP-dependent GFP reporter repression – Salmonella Typhimurium, primary screen (AID 1863) | S. Typhimurium PhoP-regulated promoter GFP reporter, 4 h; higher % means a stronger effect | one-dose inhibition, % at 50 µM; IC50 in µM for titrated hits | hit rate 0.16% among 300,000;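 active = inhibition over 29.93%, a cutoff 3 SD above the screen mean, later confirmed by dose response; inconclusive = inhibition over 29.93% but no dose response follow-up; inactive = inhibition at most 29.93% or unconfirmed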;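 also: 0% = low Mg2+ inducing control and 100% = high Mg2+ repressing control; strong numbers were not always called active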
NTR1 agonist cell count 20 µM: also measured in NTR1 agonist; calls as there; cell count; measured here: cell count, cytotoxicity flag
Myeloid diff 2 GFP+ MAC1+ %: recorded beside Myeloid diff 2, whose call it bears; GFP+ MAC1+ double positive, %; measured here: differentiation confirmed by MAC1 staining
* hit, by the source's call; i = inactive; ? = inconclusive; . = no result given.

SMILES	GPR55 antagonists	Myeloid diff 2	Myeloid diff 2 GFP+ MAC1+ %	HIV fusion peptide	LYP phosphatase	Siah-1 displacement	NTR1 agonist	NTR1 agonist cell count 20 µM	GPR35 antagonists	MgcRacGAP inhibition	PhoP inhibition
COc1cc(C(=O)NCCCNc2nc3cc(C)c(C)cc3cc2C#N)cc(OC)c1OC	-1%	i	0.4	0.0%	-7%	-4%	0.5	42	0%	8%	3%
COCCC(=O)N1CCC(Oc2ccc(C(=O)N3CCCCCC3)cc2)CC1	-3%	i	0.6	1.4%	-14%	6%	2.3	58	2%	2%	1%
O=C(O)c1ccccc1C(=O)c1ccc(Sc2ccc(Cl)cc2)c([N+](=O)[O-])c1	0%	i	0.3	30%	0%	11%	4.3	48	1%	5%	-8%
CCN(CC)S(=O)(=O)c1cccc(-c2nnc(SCC(=O)c3cc(C)n(C4CC4)c3C)o2)c1	4%	i	0.8	-0.3%	-1%	-2%	2.5	80	0%	-7%	.
CCOC(=O)Cn1nnnc1C(CC)N(Cc1cccs1)Cc1cc2ccc(OC)cc2[nH]c1=O (configuration not stated)	2%	.	.	-1.8%	-2%	-4%	2.5	42	12%	10%	8%
COc1cccc(CN(C(=O)CN2C(=O)c3ccccc3S2(=O)=O)C(C(=O)NCC2CCCO2)c2ccco2)c1 (configuration not stated)	-9%	i	0.8	0.6%	-8%	2%	1.4	47	0%	2%	-6%
CCOC(=O)COc1cc(OCC(=O)OCC)c2c3c(c(=O)oc2c1)CCCC3	3%	i	0.5	-0.9%	-6%	-2%	7.8	79	13%	9%	-14%
C/C(=N\NC(=O)C(N)=O)c1cccc([N+](=O)[O-])c1	1%	i	0.4	2.9%	6%	4%	-0.6	81	-8%	9%	-3%
O=C(CN1C(=O)NC2(CCc3ccccc32)C1=O)c1ccccc1 (configuration not stated)	-2%	i	1.9	0.4%	-11%	-4%	1.1	66	-6%	-6%	-4%
O=C(O)C1CCN(C(=O)c2ccc3c(c2)OCO3)CC1	3%	.	.	-0.7%	-12%	3%	0.6	58	-14%	5%	-2%
O=C(Cc1ccc(F)cc1)NCC1CCCO1 (configuration not stated)	5%	i	0.2	-0.1%	-2%	4%	0.1	36	8%	9%	7%
O=C(CCC1CCCCC1)NCc1ccncc1	8%	i	0.8	1.6%	-3%	0%	1.8	79	0%	6%	-1%
CCOC(=O)c1ccc(N2C(=O)CC(N3CCN(C(=O)c4ccccc4)CC3)C2=O)cc1 (configuration not stated)	-1%	i	0.3	-0.5%	-4%	0%	-0.8	76	9%	11%	-6%
CC(C)(C)c1cc(S(=O)(=O)CCc2ccccn2)cc(C(C)(C)C)c1F	26%	i	2.6	-1.3%	3%	7%	7.6	64	2%	3%	1%
CN(CC(=O)Nc1ccccc1C(F)(F)F)C(=O)CCc1nc2ccccc2c(=O)[nH]1	.	i	0.8	.	.	.	1.7	58	.	8%	3%
C=CCN1C(=O)/C(=C\c2ccc(Cl)cc2)N=C1SCC(=O)NC1CCCCC1	2%	i	0.3	-0.1%	-8%	1%	0.9	48	18%	13%	-6%
CN(C)C(=O)CN1CCN(c2nc3nonc3nc2N2CCCCC2)CC1	5%	i	0.1	2.0%	-11%	-3%	1.9	70	5%	0%	-1%
CCOC(=O)N1CCN(C(=O)CSc2ccc(C(F)(F)F)cc2[N+](=O)[O-])CC1	20%	i	0.9	-0.9%	-4%	-1%	1.2	66	5%	6%	-9%
CC1=C(C)/C(=N\OS(=O)(=O)c2ccccc2)C=CC1=O	14%	.	.	1.8%	-2%	4%	24	64	-11%	20%	-16%
CCc1ccc(C2CC(=O)N3CN(c4ccccc4)CSC3=C2C#N)cc1 (configuration not stated)	7%	i	3.7	-1.5%	3%	0%	6.1	55	4%	27%	6%
CN(C)S(=O)(=O)c1cccc(C(=O)C2=C3SC=C(c4ccccc4)N3CC2)c1	-3%	i	1.6	0.4%	-1%	-4%	0.3	54	-13%	5%	18%
O=C(N[C@@H]1CCC(=O)N(CC[C@H](Sc2ccccc2)c2ccccc2)CC1)OCc1ccccc1	-3%	i	1.4	-1.3%	-8%	-4%	0.8	91	-10%	-1%	.
Cn1nc(C(C)(C)C)c([N+](=O)[O-])c1C(=O)NC1CCCCC1	-2%	i	5.2	0.7%	-2%	1%	-0.3	49	0%	4%	0%
CCSc1sc(CC)cc1C=O	-15%	i	0.5	6.3%	-6%	11%	0.7	90	-1%	8%	-5%
Cc1cc(C(=O)O)ccc1-c1ccc(/C=C2\SC(=O)N(CC(=O)Nc3ccc4c(c3)OCO4)C2=O)o1	13%	i	1.6	85%	17%	-17%	-0.1	64	4%	18%	-14%

Reprinted at random: 2 records from the list.
SMILES	GPR55 antagonists	Myeloid diff 2	Myeloid diff 2 GFP+ MAC1+ %	HIV fusion peptide	LYP phosphatase	Siah-1 displacement	NTR1 agonist	NTR1 agonist cell count 20 µM	GPR35 antagonists	MgcRacGAP inhibition	PhoP inhibition
CN(C)S(=O)(=O)c1cccc(C(=O)C2=C3SC=C(c4ccccc4)N3CC2)c1	-3%	i	1.6	0.4%	-1%	-4%	0.3	54	-13%	5%	18%
CCN(CC)S(=O)(=O)c1cccc(-c2nnc(SCC(=O)c3cc(C)n(C4CC4)c3C)o2)c1	4%	i	0.8	-0.3%	-1%	-2%	2.5	80	0%	-7%	.

(more compounds)
SMILES	GPR55 antagonists	Myeloid diff 2	Myeloid diff 2 GFP+ MAC1+ %	HIV fusion peptide	LYP phosphatase	Siah-1 displacement	NTR1 agonist	NTR1 agonist cell count 20 µM	GPR35 antagonists	MgcRacGAP inhibition	PhoP inhibition
CC(=O)c1c(C)[nH]c(C(=O)CSc2ncnc3sc(-c4ccccc4)cc23)c1C	6%	i	0.7	-0.6%	5%	17%	7.0	38	5%	5%	0%
Cc1ccccc1NC(=O)CSc1nnnn1C	6%	i	0.8	-1.0%	-4%	-2%	-0.7	38	-5%	10%	-10%
CCOC(=O)CC(NS(=O)(=O)c1ccc2[nH]c(=O)sc2c1)c1ccc(C)cc1 (configuration not stated)	-2%	i	0.2	0.5%	-8%	5%	0.7	84	10%	7%	.
Cc1noc(NS(=O)(=O)c2ccc(NC(=O)C(F)(F)F)cc2)c1C	-1%	i	0.4	0.6%	-8%	1%	0.1	52	-4%	3%	-2%
CCOC(=O)c1nnn(CC(=O)Nc2cc(F)ccc2F)c1C(=O)OCC	-4%	i	1.5	-0.4%	4%	1%	-0.9	52	-6%	6%	-12%
CN(c1ccc(C(=O)NCCSCc2ccc(Cl)cc2)cc1)S(=O)(=O)c1ccccc1	-2%	i	0.8	-1.9%	0%	-8%	4.0	55	-13%	4%	7%
Cc1ccnc(NS(=O)(=O)c2ccc(NC(=O)C34CC5CC(C)(CC(C)(C5)C3)C4)cc2)n1	5%	i	0.7	7.9%	5%	1%	4.0	80	-7%	5%	-8%
Cn1c(=O)c([N+](=O)[O-])c(-n2ccnc2)c2ccccc21	23%	i	0.0	-2.6%	-1%	-11%	13	46	-8%	18%	7%
COc1ccc(C(=O)NC(=S)Nc2ccccc2N2CCOCC2)cc1[N+](=O)[O-]	-1%	i	0.3	-2.2%	2%	-4%	12	42	6%	10%	-6%
O=C(Cn1cc2c(n1)CCCCC2)Nc1ccccc1Cl	-2%	i	0.8	-1.2%	-5%	1%	0.1	63	3%	6%	-2%
COc1cccc(OC)c1C(=O)NC(C)c1ccccc1 (configuration not stated)	18%	i	0.9	-0.6%	-8%	-6%	1.1	40	5%	15%	1%
CC1CCCCN1C(=O)NC12CC3CC(CC(C3)C1)C2 (configuration not stated)	-4%	i	1.2	0.3%	-5%	-1%	-0.3	58	-2%	7%	7%
O=C(NCc1ccco1)c1ccc(NS(=O)(=O)c2cccc(F)c2)cc1	11%	i	1.1	0.8%	-3%	1%	2.0	62	-5%	7%	-4%
O=C(CNC(=O)c1ccccc1C(F)(F)F)N/N=C/c1cccs1	13%	i	0.6	0.9%	-6%	2%	-0.1	61	3%	10%	-11%
COc1ccc(CCNS(=O)(=O)c2cn(C)c(=O)n(C)c2=O)cc1	-2%	i	1.8	1.0%	-7%	-1%	-0.7	91	-16%	1%	-8%
S=C(NC1CCCC1)NC1CCCC1	-10%	i	0.1	-0.4%	-10%	4%	0.0	78	-6%	9%	2%
Cc1ccc(C(=O)OCC(=O)Nc2ccccc2Sc2ccccc2)cc1C	8%	i	0.4	3.5%	3%	3%	22	54	-24%	5%	0%
Cc1cc(-c2ccccc2)n2nc(N)nc2n1	4%	i	0.6	-0.3%	-6%	11%	2.5	69	-9%	-3%	-2%
CC1=C(C(=O)Nc2ccccc2C)C(c2cccs2)NC(=S)N1 (configuration not stated)	8%	i	0.4	1.8%	2%	0%	2.4	51	-9%	3%	2%
CC(=O)Nc1ccc(S(=O)(=O)/N=C2/NC(=O)/C(=C\c3ccco3)S2)cc1	4%	i	0.3	41%	1%	-11%	-0.9	49	15%	?	-2%
Clc1ccc(-c2nnc(-c3cccc4ccccc34)o2)cc1Cl	8%	i	0.3	-1.1%	-3%	-8%	-0.4	39	14%	.	-1%
C=CCn1cc(/C=C/c2cc[n+](C)cc2)c2ccccc21	5%	?	.	185%	-2%	13%	-2.9	58	17%	7%	-51%
COc1ccc2c(c1)C=C(C(=O)OCc1cccnc1)CO2	-1%	i	0.3	-3.3%	-9%	2%	-0.2	92	-4%	3%	1%
O=C(NCc1ccc(F)cc1)C1CCCN(S(=O)(=O)c2ccc(-n3cnnn3)cc2)C1 (configuration not stated)	1%	i	0.5	0.7%	-8%	16%	-1.3	52	-1%	10%	7%
COc1ccc(-c2cc(C(F)F)n3ncc(C(=O)N4CCc5ccccc54)c3n2)cc1	2%	i	0.9	0.2%	0%	4%	2.8	85	-3%	-6%	-6%
CCNC(=O)CC1SC(=Nc2ccc(C)cc2)NC1=O (configuration not stated)	7%	i	0.5	-3.4%	-7%	-4%	2.8	72	12%	0%	-7%
Cc1ccc(/C=C2\CCn3c2nc2cc(C(=O)O)ccc2c3=O)c(C)c1	-4%	i	0.6	11%	-4%	2%	3.5	50	8%	9%	0%
COc1cc(NC(=O)CSc2nnc3ccc(-c4ccncc4)nn23)cc(OC)c1	3%	i	0.2	-1.9%	-9%	3%	-0.7	62	-3%	9%	-2%
CC(C)C(NS(=O)(=O)c1cccc2nsnc12)C(=O)Nc1nccs1 (configuration not stated)	1%	i	0.1	-0.9%	-4%	-1%	1.1	66	4%	8%	-9%
Cc1cc(C)c2c(CN3CC(C)OC(C)C3)cc(=O)oc2c1C (configuration not stated)	2%	i	0.5	0.0%	-2%	1%	0.1	89	7%	12%	-6%
